# Screens deposited in PubChem by several laboratories.
# HRas wt GTP = modulators of GTP binding to human HRas wildtype | P01112 | GST-Ras wt beads, Bodipy-FL-GTP binding, flow cytometry; actives lie on both sides | GTP binding activity, % at 10 µM | 190,000 tested, 0.14% active | AID 759;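 active = GTP binding activity at least 20% away from the 100% baseline, either lowered as inhibitor or raised as activator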;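 also: 0% = unlabeled GTP competition control and 100% = no-compound control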
# Target sequence (P01112 whole entry, looked up): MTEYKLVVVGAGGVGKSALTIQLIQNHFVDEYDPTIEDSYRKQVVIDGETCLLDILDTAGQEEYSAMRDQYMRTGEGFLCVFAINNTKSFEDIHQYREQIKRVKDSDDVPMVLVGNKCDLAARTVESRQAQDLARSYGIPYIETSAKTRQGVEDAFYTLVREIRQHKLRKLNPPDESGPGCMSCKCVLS
# Rab7 wt modul = alters GTP binding to wildtype dog Rab7; GST-Rab7 beads, fluorescent GTP binding, flow cytometry; actives lie on both sides; untreated = 100%, excess cold GTP = 0%; GTP binding activity (percent of control), % at 10 µM; 190,000 tested, 0.055% active;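 active = fluorescent GTP binding to Rab7 beads changed by at least 20 points from the 100% baseline, either direction, mostly lower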;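 also: median green fluorescence of bound Bodipy-FL-GTP per Rab7 bead population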
# Cdc42 wt = human Cdc42 wildtype GTP binding change, either direction; P60953; GST-Cdc42 beads, Bodipy-GTP binding, flow cytometry; actives lie on both sides; percent activity (GTP binding), % at 10 µM; 190,000 tested, 0.2% active;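 active = percent activity GTP binding at least 20 points away from the 100% baseline, either down as inhibitor or up as activator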;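 also: median bead fluorescence of bound Bodipy-FL-GTP at 100 nM; 0% = excess unlabeled GTP control and 100% = no compound control; below 100% means less GTP binding so inhibitor and above means activator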
# Target sequence (P60953 whole entry, looked up): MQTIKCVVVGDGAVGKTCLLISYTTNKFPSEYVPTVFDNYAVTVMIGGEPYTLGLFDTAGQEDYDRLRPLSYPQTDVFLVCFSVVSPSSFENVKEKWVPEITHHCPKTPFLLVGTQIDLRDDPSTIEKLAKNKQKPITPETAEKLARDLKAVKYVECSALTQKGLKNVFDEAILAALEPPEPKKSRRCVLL
# Avidin bead fluor = compound fluoresces at 488/530 nm on avidin beads. compound fluorescence 488/530 nm, flow cytometry; stronger effect = higher value. fluorescence (KMESF) at 10 µM. 220,000 tested, 0.38% active. AID 1775; in the data active = fluorescence above about 47; also: inactives centre near 10
# ABCB1 block = inhibitors of human ABCB1 transporter, ABCG2 counter-screen. P08183. CCRF-Adr cells, JC-1 efflux, flow cytometry. inhibition, % at 6.6 µM. 190,000 tested, 0.067% active. AID 1326; in the data active = inhibition above about 40%;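 also: 0% = vehicle and 100% = reference inhibitor; higher value means more JC-1 retained so stronger ABCB1 efflux block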
# Rac1 mut GTP = human Rac1 activated mutant GTP binding change. 190,000 tested, 0.11% active. P63000. GST-Rac1 activated beads, fluorescent GTP binding, flow cytometry; actives lie on both sides; 100% means binding = to untreated wells. percent activity (GTP binding), % at 10 µM;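 active = GTP binding at least 20 percentage points away from the 100% baseline, in either direction, so actives lie on both sides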
# Rac1 wt GTP bind = alters GTP binding to wildtype human Rac1; P63000; GST-Rac1 beads, fluorescent GTP binding, flow cytometry; actives lie on both sides; 0 = cold GTP competed, 100 = untreated; GTP binding activity (% of control), % at 10 µM; 190,000 tested, 0.27% active;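 active = GTP binding activity at least 20 points away from the 100% control level, either lower or higher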
# Pf gametocyte = P. falciparum stage V gametocyte viability inhibition; P. falciparum stage V gametocytes, ATP luminescence, 24 h; inhibition, % at 10.9 µM; 150,000 tested, 0.065% active;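 active = inhibition above the mean plus 3 SD of compounds within the control limits, set per campaign, cut at about 38% in these data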;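 also: 0% = DMSO wells and 100% = medium only without gametocytes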
# Rab2A wt mod = changes GTP binding to wildtype dog Rab2A, up or down; 190,000 tested, 0.19% active; GST-Rab2 wt beads, Bodipy-GTP binding, flow cytometry; P61105; GTP binding activity, % at 10 µM;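 active = GTP binding activity at least 20 points away from 100%, either lowered or raised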;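 also: 0% = beads with excess unlabeled GTP and 100% = no-compound control corrected for plate trend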
# ABCG2 inh = blocks JC-1 efflux by human ABCG2 transporter. Q9UNQ0. IgMXP3 cells, flow cytometry. inhibition, % at 6.6 µM. 190,000 tested, 0.1% active;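 active = inhibition above 80%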;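 also: 0% = DMSO and 100% = nicardipine control wells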
# Target sequence (Q9UNQ0 whole entry, looked up): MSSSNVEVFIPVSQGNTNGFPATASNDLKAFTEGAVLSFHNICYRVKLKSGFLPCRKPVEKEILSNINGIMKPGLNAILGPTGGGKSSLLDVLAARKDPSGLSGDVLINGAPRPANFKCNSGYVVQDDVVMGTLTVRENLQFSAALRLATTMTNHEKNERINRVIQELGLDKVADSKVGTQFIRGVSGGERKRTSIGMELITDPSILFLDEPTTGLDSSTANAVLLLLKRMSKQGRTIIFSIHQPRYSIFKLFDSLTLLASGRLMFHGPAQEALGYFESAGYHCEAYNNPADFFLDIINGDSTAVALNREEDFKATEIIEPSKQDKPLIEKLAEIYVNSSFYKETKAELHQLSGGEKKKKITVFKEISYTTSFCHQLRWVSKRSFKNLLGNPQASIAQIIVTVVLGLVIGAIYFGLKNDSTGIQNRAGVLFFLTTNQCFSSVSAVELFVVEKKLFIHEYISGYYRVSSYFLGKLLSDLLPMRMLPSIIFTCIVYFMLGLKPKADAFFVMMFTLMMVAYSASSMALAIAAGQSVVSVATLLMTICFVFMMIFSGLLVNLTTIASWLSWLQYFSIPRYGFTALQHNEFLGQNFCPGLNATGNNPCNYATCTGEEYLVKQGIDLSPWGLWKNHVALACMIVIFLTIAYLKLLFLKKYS
#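 Incubation: cells with compound and JC-1, 10 min at 25 °C, rotating, no wash / Test system: IgMXP3 (ABCG2) plus far-red-tagged CCRF-Adr (ABCB1) cells / Compound dosing: one concentration, 6.6 µM final / Also added: JC-1 fluorescent substrate / Evaluation: efflux inhibition in percent versus controls / Detection: flow cytometry, 530 nm JC-1 signal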
# GSH bead fluor = compound fluoresces at 488/530 nm on GSH beads; GSH beads flow cytometry, compound fluorescence 488/530 nm; stronger effect = higher value; 190,000 tested, 0.25% active; fluorescence (KMESF) at 10 µM; AID 1776; in the data active = fluorescence above about 89;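 also: glutathione beads carrying GST-tagged Bcl family fusion proteins plus one bare bead set; values are compound well signal with DMSO vehicle wells as background; inactives centre near 16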
# * = called active by the depositor; . = no result given; & = joins results of further samples. An unsorted share of the library (roughly 1.1% active in at least one column).
SMILES,HRas wt GTP,Rab7 wt modul,Cdc42 wt,Avidin bead fluor,ABCB1 block,Rac1 mut GTP,Rac1 wt GTP bind,Pf gametocyte,Rab2A wt mod,ABCG2 inh,GSH bead fluor
O=C(N/N=C/c1ccccc1Cl)c1n[nH]c2c1CCCC2,98,97,100,10,0.1,98,103,19,98,2,9
O=c1c(-c2ccc(O)cc2)coc2cc(OC3OC(CO)C(O)C(O)C3O)cc(O)c12 (stereo not drawn),95,97,95,6,1.0,99,98,-13,97,0,17
COC(=O)NCc1cc2cc(Cl)ccc2[nH]1,99,100,102,39,1.3,97,104,.,99,63,28
COc1ccc(OCC(O)CNCc2ccco2)cc1 (stereo not drawn),100,99,101,13,0.2,97,99,.,100,1,49
CN1C[C@@H]2C[C@@H](c3ccc(C#CC(C)(C)O)s3)N3CCC[C@@]23C1=O,95,91,95,11,-0.1,97,99,9,95,0,13
O=C(c1cccc(F)c1)N1CCN(C2CCCCC2)CC1,102,102,105,6,0.1,99,109,19,101,0,269*
COc1ccc(CC(=O)Nc2ccc(C(=O)NC(C)(C)C)cc2)cc1,98,105,97,7,1.4,97,102,-14,100,0,10
N/C(=N\OC(=O)COc1ccc2ccccc2c1Br)c1ccncc1,95,101,93,10,-0.8,94,93,.,95,2,13
CC1(C)NC(=O)N(CN2C(=O)NC(C)(C)C2=O)C1=O,100,100,102,10,0.3,97,101,.,99,1,5
O=C(c1ccc(Cn2cc(Cl)cn2)o1)N1CCN(Cc2ccc3c(c2)OCO3)CC1,102,100,103,35,2.5,99,105,.,97,20,27

# Overlap with the part before: three entries, then new ones.
SMILES,HRas wt GTP,Rab7 wt modul,Cdc42 wt,Avidin bead fluor,ABCB1 block,Rac1 mut GTP,Rac1 wt GTP bind,Pf gametocyte,Rab2A wt mod,ABCG2 inh,GSH bead fluor
N/C(=N\OC(=O)COc1ccc2ccccc2c1Br)c1ccncc1,95,101,93,10,-0.8,94,93,.,95,2,13
CC1(C)NC(=O)N(CN2C(=O)NC(C)(C)C2=O)C1=O,100,100,102,10,0.3,97,101,.,99,1,5
O=C(c1ccc(Cn2cc(Cl)cn2)o1)N1CCN(Cc2ccc3c(c2)OCO3)CC1,102,100,103,35,2.5,99,105,.,97,20,27
COc1ccc(C=O)cc1COc1c(F)c(F)cc(F)c1F,99,100,99,21,0.6,98,101,.,97,18,36
CCCC(=O)Nc1nc2ccc(C(=O)OCC)cc2s1,100,98,102,10,0.6,102,101,.,101,7,25
O=C(O)/C=C/C(=O)Nc1ccc2c(c1)NC(=O)CO2,100,107,96,24,0.3,97,97,7,100,0,6
Cc1cc(/C=C(\C#N)C(N)=O)c(C)n1-c1ccc(N2CCOCC2)c([N+](=O)[O-])c1,98,98,99,14,2.8,97,99,.,98,30,20
Cc1ccc(-c2cn(-c3ccccc3)c3[n+]2CCCS3)cc1,99&100,101&98,99&101,6&3,0.4&1.5,95&99,98&104,-9&-2,98&99,1&3,46&25
CCOC(=O)C1CCN(c2ncnc3c2cnn3-c2ccc(OC)cc2)CC1,101,94,103,22,0.6,96,106,-5,97,6,10
CCC(=O)NC1=C(NC(C)c2ccccc2)C(=O)c2ccccc2C1=O (stereo not drawn),97,99,99,4,0.6,96,98,11,99,1,26
Cn1nnnc1SCC(=O)Nc1cc(C(F)(F)F)ccc1N1CCOCC1,96,95,94,10,-0.3,94,94,-29,96,0,16
COc1cccc(N2CCCn3c2nc2c3c(=O)n(CCN3CCOCC3)c(=O)n2C)c1,97,96,95,17,0.5,92,94,.,93,4,39
CCOC(=O)c1ccccc1C(=O)N1CCOCCOCCOCC1,102,103,100,12,0.2,100,104,13,101,1,10
CC(C)(C)c1nnc(NC(=O)c2cccnc2)s1,103,111,99,9,-0.2,95,106,-5,104,12,18
CCCCOc1ccc(C(=O)N/C(=C/C=C/c2ccccc2)C(=O)NCCCO)cc1,91,93,89,12,0.0,91,90,3,91,0,14
CCN1CCN(Cc2cc(=O)oc3ccc(Cl)cc23)CC1,96,92,99,10,0.1,98,102,.,95,0,26
NCCCC[C@@H]1NC(=O)[C@H](CCC(=O)O)NC(=O)c2cc([N+](=O)[O-])cc(I)c2OCC[C@@H](C(N)=O)NC1=O,99,100,97,11,0.2,96,98,.,99,3,19
CC(NC(=O)c1ccc(Cn2cc([N+](=O)[O-])cn2)cc1)c1ccccc1 (stereo not drawn),102,100,99,2,0.8,98,107,-6,99,3,7
CCOc1cccc(-c2nn(-c3ccccc3)cc2/C=C(/C#N)C(=O)NCCCn2ccnc2)c1,100,104,95,14,4.0,100,111,.,94,34,3
O=C(CCc1nnc(-c2ccccc2)o1)NCc1c(F)cccc1F,95,98,97,11,0.5,97,102,10,96,2,18
CCCCC12CN3CC(C)(CN(C1)C31C(=O)N(C)c3ccc(C)cc31)C2=O (stereo not drawn),100,101,102,8,0.7,99,104,.,101,4,71
CONc1nc(NC(C)(C)C)nc(OCC#N)n1,101,101,103,10,0.1,100,109,-2,99,2,11
O=C(C1=C[C@@H](c2ccccc2)C[C@@H](OCc2ccc(CO)cc2)O1)N1CCOCC1,100,104,98,6,0.6,100,105,.,98,5,16
COc1ccc(-c2oc(NC(C)=O)c(C#N)c2-c2ccc(OC)cc2)cc1,99,99,99,9,0.4,97,100,.,100,2,29
CCOC(=O)N1CCN(C(=O)COc2ccc(Br)cc2)CC1,102,101,101,7,1.0,98,102,.,102,5,24
COC(=O)c1ccc(CSCC(=O)Nc2ccccc2)cc1,98,105,101,6,0.1,98,102,1,98,10,22
Nc1nc(SCC(=O)NCCN2CCOCC2)nc2sc3c(c12)CCC3,97,98,101,2,0.1,100,102,-18,97,0,2
COc1ccc(/C=N/NC(N)=S)cc1OC(=O)c1ccccc1,102,101,99,15,-0.1,93,102,.,97,7,45
CCC1Oc2ccccc2N(CC(=O)NCc2ccco2)C1=O (stereo not drawn),98,102,91,5,0.4,95,98,6,96,2,24
CC(=O)Nc1ccc(S(=O)(=O)N2CCN(CCCOc3ccccc3Cl)CC2)cc1,101,98,100,14,0.7,99,101,-24,98,17,36
COc1ccc(NS(=O)(=O)c2cc(NC(=O)c3cccs3)ccc2N2CCCC2)cc1,97,99,98,0,0.9,99,102,25,96,-2,4
CCc1ccc(OCCn2cccn2)cc1,96,96,101,11,0.7,94,98,3,98,7,15
CCc1ccccc1NC(=O)CSc1nc2c(c(-c3ccco3)c1C#N)CCCC2,95,94,93,10,0.3,95,92,.,93,2,33
CCc1ccc(C(=O)CCC2CCCCC2=O)cc1 (stereo not drawn),100,98,102,8,0.2,103,110,.,98,2,16
O=C(OCc1ccc(F)cc1)c1ccc2ccccc2n1,95,95,96,22,0.5,93,95,18,95,6,7
CCn1c(=O)c(C(=O)NNS(=O)(=O)c2ccc(C)cc2)c(O)c2ccccc21,97,99,96,16,-0.8,96,98,3,95,-10,10
COc1ccc(NC(=O)CNc2cc(S(=O)(=O)N3CCOCC3)ccc2NCC2CCCO2)cc1 (stereo not drawn),100,105,98,9,1.1,95,98,.,97,15,15
CCc1cc(=O)oc2cc(OCC(N)=O)c(Cl)cc12,103,97,103,7,-0.6,98,102,.,101,2,26
CC(C)CCN1C(=O)c2ccc(C(=O)OCn3nnc4ccccc4c3=O)cc2C1=O,103,96,103,7,5.4,101,101,.,104,44,19
CCOC(=O)Cc1csc(NC(=O)COc2cccc(C)c2)n1,102,105,95,25,-0.1,98,100,-30,97,1,9
O=C(/C=C/c1ccco1)N1CCN(S(=O)(=O)c2ccc(F)c(F)c2F)CC1,97,100,99,4,0.3,95,99,.,98,1,19
COc1ccccc1NC(=O)CN(Cc1ccco1)C(=O)c1cccs1,92,94,91,6,-2.1,88,93,2,90,-3,34
C=CCC1c2cccc(C(=O)O)c2C(=O)N1c1cccc(C)c1 (stereo not drawn),101,99,99,7,0.0,98,98,5,99,1,17
CCN(C(=O)COc1cccc2cccnc12)C1CCS(=O)(=O)C1 (stereo not drawn),98,109,93,24,-0.1,94,96,-27,99,0,11
CCC/C(=N/NC(=O)c1ccccc1Cl)c1ccccc1,99,98,102,3,1.0,97,100,9,98,4,11
Cc1cc(C)n(/C(=C/N(C)C)C(=O)c2ccccc2)n1,96,91,98,11,1.9,97,98,-11,98,5,16
Fc1ccccc1-c1nc(NCCCN2CCOCC2)c2ccccc2n1,100,103,105,11,-1.7,99,105,-29,104,-6,22
COc1ccc2c(c1)C1=NN(/C(C)=C/C(C)=O)C(c3cccc(F)c3)C1CC2 (stereo not drawn),106,109,101,5,1.0,102,107,5,102,6,11
CCOC(=O)C(NC=O)(NC(C)(C)C)C(=O)OCC,100,95,99,13,0.6,98,97,14,100,1,20
O=C(COC(=O)CCc1ccccc1)Nc1cc(S(=O)(=O)N2CCOCC2)ccc1N1CCCC1,98,101,96,10,0.9,95,98,.,99,1,14
Cc1nonc1NC(=O)CSc1ccc(-c2ccccc2)nn1,104,102,105,13,0.1,99,105,.,105,38,27
CCCCSC1=N/C(=C/c2ccsc2)C(=O)N1c1ccccc1,100,102,102,4,1.1,101,103,-7,101,8,10
COc1ccc(CCNC(=O)Cn2c(=O)oc3ccccc32)cc1OC,103,103,102,13,-5.3,98,100,-8,103,-6,27
# Further compounds
SMILES,HRas wt GTP,Rab7 wt modul,Cdc42 wt,Avidin bead fluor,ABCB1 block,Rac1 mut GTP,Rac1 wt GTP bind,Pf gametocyte,Rab2A wt mod,ABCG2 inh,GSH bead fluor
CCn1c(Cn2nnc(-c3ccccc3)n2)nnc1SCC(=O)Nc1cccc(C(C)=O)c1,104,103,104,10,0.2,102,103,12,105,3,20
Cn1c(Cn2c(=O)sc3ccccc32)nnc1SCC(=O)Nc1ccc(F)cc1,97,99,96,18,1.1,94,98,.,98,1,11
Cc1ccc(-c2cn3nc(C)c(C)nc3n2)cc1,103,103,105,7,0.8,100,106,.,102,8,5
COc1cccc(C2CC(c3c(Cl)cccc3Cl)n3nc(N)nc3N2)c1 (stereo not drawn),96,97,93,5,1.4,96,100,.,97,6,24
O=C(C1COc2ccccc2O1)N1CCc2ccccc21 (stereo not drawn),100,97,103,10,-0.8,98,107,.,101,20,31
OCCN1CCN(CCCc2c3c(cc4c2CCC4)CCC3)CC1,99,97,100,3,1.2,99,102,4,98,-7,8
Cc1cccc(N2CCN(C(=O)c3ccc(NC(=O)C4CCCO4)cc3)CC2C)c1 (stereo not drawn),97,95,96,12,0.8,93,97,10,94,0,44
CCC12CN3CCN(CC(C3)/C1=N\NC(=O)Nc1ccccc1)C2,100,101,104,12,0.0,102,107,.,99,-1,11
Cc1cc(C)cc(NC(=O)C2CCCN2/C=C/C(=O)C(F)(F)F)c1 (stereo not drawn),102,100,101,12,0.0,103,107,.,105,0,13
